BH1578 lux ind: inducers of Vibrio cholerae quorum light production without autoinducers. activation, % at 18.7 µM. V. cholerae BH1578 lux reporter, luminescence, 6 h. 0.16% of 350,000 active; in the data active means activation mostly above about 9.7%, no sharp cut-off; inconclusive means no clear call, values can overlap the other calls; inactive means mostly below about 3.7%; further: not every result past the cut was called active; inactives centre near 0; reference of the scale not given here
FadD28 binding: M. tuberculosis FadD28 bisubstrate binding inhibition; FadD28 bisubstrate probe binding, fluorescence polarization; inhibition, % at 12.5 µM; 0.22% of 360,000 active; in the data active means inhibition above about 8.5%, passing the limit was not always enough; inconclusive means no clear call, values can overlap the other calls
TcdB GH inh: inhibitors of Clostridioides difficile toxin B glycohydrolase | 0.24% of 350,000 active | TcdB glycohydrolase enzymatic assay, plate reader | inhibition, % at 9.99 µM | P18177; in the data active means inhibition above about 10%
PfHsp40 rescue: restores yeast growth despite PfHsp40 toxicity; S. cerevisiae expressing PfHsp40, growth rescue, ATP luminescence; growth rescue, % at 12.5 µM; 0.68% of 340,000 active; AID 504582; in the data active means growth rescue above about 28%, passing the limit was not always enough; inconclusive means no clear call, values can overlap the other calls;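 further: yeast W303a lacking pdr1 and pdr3 grown in galactose medium; growth measured after three days at 30 °C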
Mtb BioA inh: inhibitors of Mycobacterium tuberculosis BioA enzyme; inhibition, % at 9.99 µM; purified M. tuberculosis BioA enzyme, plate reader; 0.096% of 360,000 active; in the data active means inhibition above about 40%; inconclusive means no clear call, values can overlap the other calls
UGM FP inh: inhibitors of M. tuberculosis UDP-galactopyranose mutase; P9WIQ1; purified UGM, fluorescence polarization probe displacement; inhibition, % at 10 µM; 0.06% of 320,000 active; AID 504406; in the data active means inhibition above about 10%, passing the limit was not always enough; inconclusive means no clear call, values can overlap the other calls
Target sequence (P9WIQ1 whole entry, looked up): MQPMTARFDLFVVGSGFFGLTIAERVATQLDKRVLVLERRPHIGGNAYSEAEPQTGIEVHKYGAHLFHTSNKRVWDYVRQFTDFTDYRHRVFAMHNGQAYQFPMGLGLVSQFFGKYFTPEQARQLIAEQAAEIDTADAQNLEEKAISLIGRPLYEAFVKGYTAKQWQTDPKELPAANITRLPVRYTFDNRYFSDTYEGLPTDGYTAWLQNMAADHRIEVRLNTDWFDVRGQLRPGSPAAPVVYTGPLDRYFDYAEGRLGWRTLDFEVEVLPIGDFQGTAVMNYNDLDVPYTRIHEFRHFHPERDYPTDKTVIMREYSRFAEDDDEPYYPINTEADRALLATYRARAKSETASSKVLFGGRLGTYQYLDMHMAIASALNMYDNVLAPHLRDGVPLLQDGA
GDH-TPI inh: GDH-TPI coupled enzyme inhibition counter-screen | GDH-TPI coupled enzyme counterscreen, NADH absorbance | inhibition, % at 4.8 µM | 1.2% of 360,000 active | AID 588335; in the data active means inhibition above about 30%;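 further: 0% = DMSO wells and 100% = wells lacking the enzyme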
Mtb FBA inh: inhibitors of M. tuberculosis fructose-bisphosphate aldolase; P9WQA3; inhibition, % at 1 µM; AID 588726; 2.3% of 360,000 active; purified M. tuberculosis FBA, fluorescence read-out; in the data active means inhibition above about 27%;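 further: 0% = vehicle and 100% = reference inhibitor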
Target sequence (P9WQA3 whole entry, looked up): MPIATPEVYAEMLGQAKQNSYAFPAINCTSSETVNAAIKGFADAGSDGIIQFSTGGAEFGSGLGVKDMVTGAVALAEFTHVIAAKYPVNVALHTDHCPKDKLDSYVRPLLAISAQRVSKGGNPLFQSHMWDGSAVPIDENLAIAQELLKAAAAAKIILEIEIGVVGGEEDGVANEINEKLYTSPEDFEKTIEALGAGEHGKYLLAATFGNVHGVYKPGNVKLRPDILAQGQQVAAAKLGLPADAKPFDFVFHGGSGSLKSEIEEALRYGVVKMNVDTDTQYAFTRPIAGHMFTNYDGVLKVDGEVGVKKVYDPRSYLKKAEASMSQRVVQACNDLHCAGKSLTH
Y pestis TopoI: blocks Yersinia pestis topoisomerase I activity; activity, % at 10 µM; AID 504884; Y. pestis Topo-I cleavage product accumulation, plate reader; 0.064% of 360,000 active; in the data active means activity above about 50%, passing the limit was not always enough; inconclusive means no clear call, values can overlap the other calls; further: inactives centre near 2
An asterisk follows results filed as active; i = inactive; ? = inconclusive; / = no result given. Compounds were not picked by outcome; 4.6% or so of the library scored in one or more.

SMILES	BH1578 lux ind	FadD28 binding	TcdB GH inh	PfHsp40 rescue	Mtb BioA inh	UGM FP inh	GDH-TPI inh	Mtb FBA inh	Y pestis TopoI
CN1CCN(C(=O)c2ccc(-c3ccc(F)c(F)c3)c3ccoc23)CC1	i	-0.5	-0.2	/	5.1	/	5.4	1.1	19.1
CC(C)NC(=O)c1c(O)c2cccc3c2n(c1=O)CCC3	-0.6	-0.6	1.1	-0.6	-4.2	-1.5	1.5	-0.3	-7.3
O=C(Nc1ccc(Cl)cc1)N1CCC(c2ccccc2)C1 (centres undefined)	-0.6	-4.1	0.3	3.0	/	-1.5	6.3	0.2	4.8
C=CC1CN2CCC1CC2c1[nH]c2ccccc2c1CCO (centres undefined)	-0.3	-1.1	/	-1.3	/	1.5	6.6	1.1	0.7
CC1CCCCN1C(=O)c1ccc(OC2CCN(S(=O)(=O)N(C)C)CC2)cc1 (centres undefined)	0.0	-3.7	1.4	2.1	/	-1.5	-14.2	-1.1	16.7
CC(C)=CCCC(C)CN1CCC(n2nccc2NC(=O)c2ccccc2)CC1 (centres undefined)	-0.9	-2.8	-2.0	0.2	1.7	3.3	-14.4	2.4	11.5
Cc1ccc(CNc2cnccn2)s1	i	-2.5	0.9	-2.4	-1.4	-0.3	-2.0	0.9	-1.9
COCCCNc1ncnc2nc[nH]c12	-0.2	-0.2	0.8	0.1	-0.4	-1.4	-1.4	-0.7	2.2
NC(=NCc1ccccc1)c1cccc([N+](=O)[O-])c1	-0.6	-0.2	0.3	-1.1	-1.0	3.9	1.4	1.4	-2.8
O=C(OCc1ccccc1)N1CCC2CC1c1cc(/C=C/CCCSc3ncccn3)ccc12 (centres undefined)	i	0.5	0.5	/	-0.4	/	13.4	2.0	31.8
COC(=O)COc1coc(CN2CCN(c3cccc(Cl)c3)CC2)cc1=O	i	1.6	-1.0	0.4	2.0	0.4	9.5	7.8	-10.8
CCOC(=O)c1csc(NNC=O)n1	i	-3.2	/	1.7	/	3.9	5.5	1.7	-4.0
Cc1ccc(CNC(=O)c2nn(C)c(C)c2[N+](=O)[O-])cc1	-0.3	-1.1	0.6	0.4	/	0.8	6.3	3.0	-5.2
COc1ccc(NC(=O)Cc2c(F)cccc2Cl)cc1	-0.4	0.4	1.8	-0.1	-0.4	4.7	0.0	1.2	-1.1
O=C(NCc1ccccn1)Nc1ccc(F)cc1	i	-0.9	/	0.7	1.2	1.2	2.6	1.6	9.9
COc1ccc(/C=C2\Oc3cc(OCC(=O)N4CCC(C(=O)O)CC4)ccc3C2=O)c(OC)c1OC	-0.7	0.2	1.9	0.0	1.0	-1.4	11.8	3.0	5.2
OCCC1CN(Cc2cnc(-c3ccccc3)s2)CCN1Cc1ccccc1 (centres undefined)	-0.2	-1.1	2.1	-1.0	2.6	2.5	5.0	1.4	15.2
Cc1cc(C(=O)Nc2cc(C(F)(F)F)ccc2N2CCOCC2)no1	-4.3	-2.7	0.3	-0.6	-1.8	-2.2	5.7	1.4	-3.7
Cc1csc(NC(=O)c2cc3ccccc3o2)n1	i	-1.7	0.3	0.3	-1.1	-2.0	18.1	0.3	2.6
S=C(Nc1ccccc1Cl)N1CCCCC1	i	-2.4	-0.1	-0.5	-0.2	-0.5	3.1	-4.3	-2.4
Cn1c(=O)c2c(ncn2CC(=O)NCc2cccnc2)n(C)c1=O	i	-1.5	/	-0.5	0.8	-2.0	-1.9	6.2	-2.2
O=C(CN1CCN(c2ccccc2)CC1)Nc1ccccc1Cl	-0.3	0.5	-0.7	-0.2	0.8	3.1	1.6	-2.0	30.0
O=C(CN1CCN(c2ncccn2)CC1)N1CCc2ccccc21	-0.4	-3.0	0.7	0.2	2.0	-0.6	-8.9	0.4	-7.7
O=C(COC(=O)/C=C/c1cccc(Br)c1)NC1CCCC1	i	0.0	-1.7	0.6	-2.9	0.5	7.8	6.0	-8.0

Of the compounds above, these contain a furan ring, fused or not:
SMILES	BH1578 lux ind	FadD28 binding	TcdB GH inh	PfHsp40 rescue	Mtb BioA inh	UGM FP inh	GDH-TPI inh	Mtb FBA inh	Y pestis TopoI
CN1CCN(C(=O)c2ccc(-c3ccc(F)c(F)c3)c3ccoc23)CC1	i	-0.5	-0.2	/	5.1	/	5.4	1.1	19.1
Cc1csc(NC(=O)c2cc3ccccc3o2)n1	i	-1.7	0.3	0.3	-1.1	-2.0	18.1	0.3	2.6

Further structures
SMILES	BH1578 lux ind	FadD28 binding	TcdB GH inh	PfHsp40 rescue	Mtb BioA inh	UGM FP inh	GDH-TPI inh	Mtb FBA inh	Y pestis TopoI
Cn1c(=O)[nH]c(=O)c2c1[nH]c(=S)n2Cc1ccc(Cl)cc1	-1.4	-2.8	13.8*	0.5	-3.7	3.2	-6.6	0.3	2.2
CC(C)C(=O)Nc1c2c(nn1-c1ccc(F)cc1)CSC2	i	-1.6	0.3	0.1	-1.1	-1.3	5.2	0.6	1.8
O=C(OCc1ccc([N+](=O)[O-])cc1)C1CC(=O)N(c2ccccc2)C1 (centres undefined)	-1.6	1.4	1.0	0.1	2.2	1.2	7.4	2.7	10.1
CCOC(=O)C1(Cc2ccccc2)CCCN(C(=O)C=C(C)C)C1 (centres undefined)	-0.1	-1.4	0.4	-0.2	0.9	2.8	10.1	-1.6	-2.1
CC(=O)N1CCN(c2ccc([N+](=O)[O-])c(NCC3CCCO3)c2)CC1 (centres undefined)	3.4	-1.0	/	-1.5	/	0.5	7.5	-12.7	-2.3
O=C(c1ccc(F)cc1)N1CCCCC(Sc2nnnn2-c2ccccc2)C1=O (centres undefined)	i	-0.9	/	2.6	-0.7	4.2	6.6	6.9	-5.0
COc1ccc(Cc2nnc(NC(=O)Nc3ccc(F)cc3)s2)cc1	-0.4	-1.6	-0.6	0.9	-0.4	-0.8	-18.6	-0.6	0.2
CC(C)Oc1ccc(C(=O)OCC(=O)NC(=O)NC2CCCC2)cc1	-0.3	-0.4	4.5	-0.7	-0.1	0.7	3.1	1.9	30.5
C/C(=N\NC(=O)Cn1c(C)nc2ccccc21)c1cccs1	-0.1	0.4	/	0.4	5.7	3.5	7.8	-1.0	-4.1
Cc1cnc(NC(=O)NCC2CCCC(CNC(=O)Nc3ncc(C)s3)C2)s1 (centres undefined)	-0.1	-6.1	1.9	1.4	-1.2	0.1	-4.2	2.2	10.5
O=C(Nc1c2c(nn1-c1ccccc1)CS(=O)(=O)C2)c1ccccc1C(F)(F)F	-0.1	-3.0	-0.5	0.8	-0.6	0.3	-4.5	-0.8	-0.7
COc1ccc(Cl)cc1C1=CC(=O)C[C@H](c2ccc(F)cc2)C1	-0.2	-1.0	1.2	7.3	-0.8	-0.3	9.4	4.1	14.4
COCCSc1ccccc1C(=O)N1CCC(Cc2ccccc2)CC1	-0.3	-1.7	-0.1	3.6	/	-3.8	2.9	1.9	-0.5
N#CC1CCN(C(=O)c2ccc3c(Cl)c4c(nc3c2)CCCC4)CC1	-0.4	-6.2	3.9	-1.1	3.4	-1.4	6.3	0.1	15.8
CC(=O)N[C@@H](Cc1c[nH]c2ccccc12)C(=O)OCc1cc(C(F)(F)F)cc(C(F)(F)F)c1	-0.1	-2.6	9.6	-0.5	0.5	-2.8	3.4	4.0	14.8
O=C(N/N=C\C1CC=CCC1)c1ccc(Br)o1 (centres undefined)	i	-4.1	0.4	0.4	-1.6	2.6	2.2	1.4	4.1
Cn1ncc2c(Nc3ccccc3Cl)nc(Nc3ccccc3Cl)nc21	i	-6.2	-0.1	?	/	-1.6	5.3	1.9	22.0
O=C(Nc1ccccc1O)c1ccc2c(c1)C(=O)N(Cc1ccco1)C2=O	-0.3	-3.3	-2.9	0.2	-1.5	-0.3	14.1	-0.4	5.2
CN1CCN(C(=O)c2ccc(CNS(=O)(=O)c3cccc(Cl)c3)cc2)CC1	-1.4	-4.2	-13.3	-1.1	-1.5	-2.5	-2.1	-0.9	-5.7
O=C(O)C(c1ccccc1)N1C(=O)/C(=C\c2ccc(-c3ccc(Br)cc3)o2)SC1=S (centres undefined)	-0.1	27.5*	1.7	0.6	17.5	/	-3.7	-2.9	-11.2
NS(=O)(=O)c1ccc(NC(=O)C2Cc3ccccc3C(=O)O2)cc1 (centres undefined)	0.5	-2.2	0.9	-0.3	/	0.3	4.1	2.8	-1.9
O=C(c1oc2ccccc2c1N1CCCCC1)N1CCCCC1	i	3.1	/	-0.4	-0.4	-1.0	4.3	0.4	14.5
O=c1[nH]c2ccccc2nc1NCCN1CCOCC1	i	-3.4	/	0.2	0.4	1.4	10.1	2.3	0.4
O=C(CCC(=O)Nc1nnc(C2CCCCC2)s1)Nc1ccccc1	i	0.3	0.3	-0.4	-0.7	2.4	7.0	-0.9	-0.7
O=C(CSc1nnnn1C1CCCCC1)N1c2ccccc2Sc2ccccc21	1.4	-2.8	/	0.0	-0.7	-0.5	-4.1	-1.8	0.4
CCOC(=O)CN1C(=O)C(O)(CC(=O)c2ccc3c(c2)CCCC3)c2ccccc21 (centres undefined)	-0.5	-0.9	/	-1.2	5.3	-1.9	-3.5	0.4	29.2
CCCCCOC(=O)CSc1nnc(-c2ccccc2)c(=O)[nH]1	-7.1	-3.8	/	-2.4	0.1	0.6	4.9	-1.0	-2.0
CCOc1ccc(NC(=O)c2c3c(nc4ccccc24)CCC3)cc1	0.2	-2.6	0.3	-0.8	/	-2.6	-2.2	-3.6	-1.5
CCCN1C(=O)C(Cc2nc3ccccc3c(=O)n2-c2ccccc2)c2cc(C)ccc21 (centres undefined)	-0.6	-2.5	2.2	-0.4	-1.2	0.9	1.5	3.4	1.9
COC(=O)Cn1c(CN2CCOCC2)nc2c1c(=O)[nH]c(=O)n2C	-0.2	-0.4	-0.3	-0.3	-1.9	0.4	6.6	-0.1	7.3
Cc1ccc(-c2csc(NC(=O)c3ccc4c(=O)n5c(nc4c3)CCCCC5)n2)cc1	0.7	-2.6	0.0	0.3	-0.1	-5.5	6.4	-1.2	-5.5
CC1=C(C(=O)OCc2ccc3c(c2)OCO3)C(c2ccccc2)NC(=O)N1 (centres undefined)	-1.5	-3.9	/	-0.6	-0.2	-2.9	-3.7	-0.9	10.3
CC(C)(C)c1ccc(CC(=O)N2CCC2(C)C(=O)NS(=O)(=O)c2ccccc2C(F)(F)F)cc1 (centres undefined)	i	-2.2	-1.0	/	0.0	/	-8.0	-4.1	1.6
CC1(C)CC(=O)c2cn3nc(C(F)(F)F)nc3nc2C1	-1.5	0.9	/	0.6	-1.2	-2.3	2.9	2.9	-2.0
S=C(NCCCN1CCOCC1)N1CCN(c2nc(-c3ccc(Cl)cc3)cs2)CC1	i	0.3	1.1	-1.6	3.2	0.4	-0.3	1.0	3.1
Cc1ccc(CSC2=CS(=O)(=O)c3ccccc3N2)cc1	i	-5.4	/	1.3	9.0	2.6	-1.1	-0.9	2.1
CCn1c(=O)c(CCC(=O)N2CCOCC2)c(C)c2c(C)nn(-c3ccccc3)c21	i	-5.2	/	6.3	0.1	0.0	0.0	2.0	48.7
COc1ccccc1CNC(=O)CN(C)S(=O)(=O)c1ccc2c(c1)n(C)c(=O)c(=O)n2C	i	-3.6	0.7	-0.2	-0.3	-2.8	11.1	-0.7	-7.1
C=C(C)C(=O)OCC(=O)NCc1ccccc1	-0.3	-1.0	1.3	1.3	/	-3.5	4.3	-1.7	5.1
COc1ccc(CNC(=O)C(C)OC(=O)c2cccc(N(C)C)c2)cc1 (centres undefined)	-2.0	-1.3	1.6	0.4	-2.1	-0.4	4.6	0.7	8.2
COc1ccccc1NC(=O)N1CCN(Cc2ccc3c(c2)OCO3)CC1	i	-4.3	1.9	0.7	/	5.1	3.6	-0.4	1.7
Cc1cccc(NC(=O)CS(=O)(=O)c2c[nH]c3ccccc23)c1C	2.9	-5.2	/	0.9	2.7	1.7	1.4	1.5	1.8
CC1CN(CCCCOc2ccc(C(C)C)cc2)CC(C)O1 (centres undefined)	-1.6	1.4	/	5.3	-2.2	0.8	-3.1	-2.7	12.9
NC(=O)C(F)(F)C12OC3C4C5CC(C6C5C3C61)C42 (centres undefined)	-1.7	-1.0	1.2	-0.7	-0.4	-1.6	0.4	-1.1	7.0

Assay outcomes (PubChem BioAssay)
